# Bioassay records deposited in PubChem BioAssay by several laboratories.
# RSV CPE inhibition – RSV antiviral activity via CPE protection, HEp-2 cells, primary 10 µM value included (AID 2391); one-dose CPE inhibition, % at 10 µM; IC50 in µM for titrated hits; HEp-2 cells, RSV-induced CPE inhibition; higher % means a stronger effect; hit rate 0.13% among 310,000; in the data active = a potency from the dose series; inconclusive = CPE inhibition mostly from about 23% at the one dose, without a potency; inactive = the rest, 99 in 100 with CPE inhibition below about 21%; note: strong numbers were not always called active
# XIAP displacement – XIAP antagonists, biochemical, IAP family, fluorescence polarization (AID 1018); XIAP BIR domain, fluorescence polarization peptide displacement; higher % means a stronger effect; displacement, % at 20 µM; hits with a dose series show IC50 in µM; hit rate 0.007% among 200,000; in the data active = displacement above about 50%; note: a part of the inactive calls stands beside numbers as strong as those of hits
# SIAH1 antagonists – Siah-1 peptide-binding antagonists, primary screen, biochemical, fluorescence polarization, rhodamine-plectin, uHTS (AID 1817); Siah-1 / rhodamine-plectin peptide fluorescence polarization; higher % means a stronger effect; hit rate 0.02% among 290,000; displacement, % at 20 µM; hits with a dose series show IC50 in µM;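 active = displacement of at least 50% at 20 µM, with a fluorescence ratio check between 0.3 and a set limit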;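 note: plate controls were Siah plus tracer with DMSO for no effect and tracer alone without Siah for full effect; strong numbers were not always called active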
# Rac1 GTP hydrolysis – MgcRacGAP GTPase-activating activity inhibitors, confirmation, biochemical, ADP Hunter fluorescence; MgcRacGAP-stimulated Rac1 GTP hydrolysis, ADP Hunter fluorescence; higher % means a stronger effect; GST-tagged Rac1 F28L mutant substrate; inhibition, % at 30 µM; hits with a dose series show IC50 in µM; hit rate 0.6% among 340,000; AID 624330;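 active = first-screen hits whose inhibition reached a set limit at any dose in the follow-up dose series; inconclusive = inhibition above the set first-screen limit but never retested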;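 note: fluorescence reports GDP produced by GAP-driven GTP hydrolysis; strong numbers were not always called active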
# AID2073 – inhibitors of Mint1-CaV2.2 protein interaction, biochemical, HTRF (AID 2073). HTRF protein-protein interaction, Mint1-CaV2.2; higher % means a stronger effect. inhibition, % at 20 µM, or IC50 in µM where a hit was titrated. hit rate 0.19% among 290,000; in the data active = inhibition mostly above about 51%, no sharp cut-off; inconclusive = no clear call, values can overlap the other calls; inactive = mostly below about 53%; note: some results filed as inactive read as strong as hits
# LYP inhibition – PTPN22 lymphoid phosphatase activity blockers – biochemical, fluorescence intensity, uHTS (AID 1779); hit rate 0.054% among 290,000; inhibition, % at 11.5 µM, or IC50 in µM where a hit was titrated; recombinant LYP phosphatase, fluorescence intensity; higher % means a stronger effect; in the data active = inhibition above about 50%;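 note: plate controls were vehicle with enzyme for no effect and no enzyme for full effect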
# NS5 inhibitors – flavivirus cap methylation enzyme inhibition – biochemical, confirmation dose response, primary screen (AID 588689). Dengue-2 NS5 methyltransferase capping enzyme assay, biochemical; higher % means a stronger effect. inhibition, % at 25 µM; hits with a dose series show IC50 in µM. hit rate 0.3% among 340,000; in the data active = a potency from the dose series; inconclusive = inhibition above about 29% without an active follow-up result
# Large T inhibition – TAg ATPase/helicase activity blockers – biochemical (AID 1903); SV40 large T antigen ATPase/helicase inhibition assay; higher % means a stronger effect; inhibition, % at 20 µM; hits with a dose series show IC50 in µM; hit rate 0.39% among 310,000; in the data active = a potency from the dose series; inconclusive = inhibition mostly from about 32% at the one dose, without a potency; inactive = the rest, 99 in 100 with inhibition below about 32%; note: strong numbers were not always called active
# HIV peptide binding – cell-free HIV fusion peptide-binding blockers – biochemical, uHTS, fluorescence dequenching, primary screen (AID 1986). hit rate 0.3% among 290,000. cell-free peptide binding, fluorescence dequenching, 30 min; higher % means a stronger effect. inhibition, % at 20 µM; hits with a dose series show IC50 in µM; in the data active = inhibition mostly above about 52%, no sharp cut-off; inactive = mostly below about 76%; note: some results filed as inactive read as strong as hits
# NS5 inhibitors pilot replicate – second read-out of NS5 inhibitors, no call of its own (marks repeat the call); inhibition, %; measured here: pilot screen replicate inhibition
# The depositor's hits bear a star; ? = inconclusive; . = not tested or not shown.
# Preview, two compounds:
SMILES,RSV CPE inhibition,XIAP displacement,SIAH1 antagonists,Rac1 GTP hydrolysis,AID2073,LYP inhibition,NS5 inhibitors,Large T inhibition,HIV peptide binding,others
Cc1nc2sc(C(c3cccs3)N3CCN(c4ccccc4)CC3)c(O)n2n1 (stereo not drawn),-0.7%,1.1%,4%,-2%,3%,-3%,-3%,-4%,1.8%,
Cn1c(=O)c2c(nc(Oc3ccccc3N)n2C)n(C)c1=O,1.5%,.,3%,10%,14%,-9%,-1%,18%,-0.3%,NS5 inhibitors pilot replicate=0.3

# All compounds of this part, from the start:
SMILES,RSV CPE inhibition,XIAP displacement,SIAH1 antagonists,Rac1 GTP hydrolysis,AID2073,LYP inhibition,NS5 inhibitors,Large T inhibition,HIV peptide binding,others
Cc1nc2sc(C(c3cccs3)N3CCN(c4ccccc4)CC3)c(O)n2n1 (stereo not drawn),-0.7%,1.1%,4%,-2%,3%,-3%,-3%,-4%,1.8%,
Cn1c(=O)c2c(nc(Oc3ccccc3N)n2C)n(C)c1=O,1.5%,.,3%,10%,14%,-9%,-1%,18%,-0.3%,NS5 inhibitors pilot replicate=0.3
O=C(CSc1nc2ccccc2o1)Nc1nc(-c2ccccc2)cs1,1.0%,-4.4%,-4%,6%,-18%,-5%,7%,5%,2.2%,
COc1ccc(-c2cnnc(N/N=C/c3ccc(O)cc3)n2)cc1,8.5%,-6.2%,-2%,15%,36%,2%,-10%,18%,-0.2%,
O=C(CNc1cc(S(=O)(=O)N2CCCC2)ccc1OCC(F)(F)F)Nc1ccc(SC(F)F)cc1,1.3%,-0.6%,-5%,-1%,-12%,10%,-5%,16%,-2.9%,
O=C(O)COc1ccc(NC(=O)c2ccc3c(c2)C(=O)N(Cc2ccccc2)C3=O)cc1,0.8%,.,-5%,5%,13%,-3%,3%,2%,2.4%,
CC(C)NC(=O)CSc1ccccc1C(=O)NCc1ccc2c(c1)OCO2,1.3%,-3.0%,2%,6%,-4%,-5%,-2%,0%,0.2%,
CCn1c(=O)n(CC)c2cc(N3CCCC3)c(NC(=O)c3cccc(Cl)c3)cc21,12%,.,9%,37%,-24%,-9%,-3%,31%,0.1%,
CCOC(=O)c1ccc(NC(=O)COC(=O)c2cccc(Oc3ccccc3)c2)cc1,1.4%,0.7%,8%,6%,2%,4%,-6%,9%,0.9%,
Cc1ccc(-c2nc3ccccn3c2C=O)cc1,?,-4.8%,2%,4%,5%,3%,-6%,11%,-0.9%,
Cc1ccoc1C(=O)Nc1ccc(CC(=O)O)cc1,1.1%,-6.5%,7%,-3%,-2%,-5%,-5%,7%,1.3%,
O=C1c2cccnc2C(=O)N1Cc1ccc(S(=O)(=O)NCc2ccco2)cc1,1.5%,.,7%,11%,-3%,-10%,-12%,14%,-0.2%,
CCc1ccccc1-n1ncc(C(=O)Nc2ccccc2OC)c1C,5.7%,.,-1%,12%,1%,-13%,-3%,23%,0.9%,NS5 inhibitors pilot replicate=-1.2
CSc1nc(-c2ccco2)nn1S(C)(=O)=O,1.6%,-3.3%,-1%,-1%,-1%,-3%,-7%,49%,-0.7%,
O=C(Cn1cnc2c(cnn2-c2ccc(F)cc2)c1=O)N1CCCc2ccccc21,0.8%,-4.9%,-5%,4%,29%,-3%,0%,9%,-4.9%,
COc1ccc2oc(C)c(NC(C)=O)c2c1,0.9%,-1.5%,6%,7%,0%,-14%,-2%,13%,0.7%,
C/C(CC(=O)Nc1ccccc1)=N\NC(=O)COc1ccc(C)cc1Br,0.7%,-1.2%,4%,7%,-6%,1%,-5%,9%,-1.4%,
CCCn1c(N)c(C(=O)COc2ccc(Br)cc2F)c(=O)n(C)c1=O,4.5%,-7.6%,-5%,4%,-2%,-3%,-6%,11%,0.1%,
CC(=O)O[C@H]1C(=O)[C@@]2(C)[C@H]([C@H](OC(=O)c3ccccc3)[C@]3(O)C[C@H](OC(=O)[C@H](O)[C@@H](NC(=O)c4ccccc4)c4ccccc4)C(C)=C1C3(C)C)[C@]1(OC(C)=O)CO[C@@H]1C[C@@H]2O,-1.6%,.,.,1%,.,.,2%,5%,.,
O=C(Nc1ccccc1N1CCCCC1)c1ccco1,-0.3%,-3.1%,5%,12%,0%,-6%,-5%,8%,2.2%,
O=C(/N=C1\NC(=O)C(F)(C(F)(F)F)S1)NC1CCCCC1 (stereo not drawn),1.7%,-6.3%,3%,29%,32%,-6%,-12%,27%,15%,
O=C1c2ccccc2CN1c1ccccc1,0.9%,.,10%,16%,25%,-5%,.,5%,-1.5%,
CC(OC(=O)c1cc2sccc2n1C)C(=O)NCCc1ccccc1 (stereo not drawn),1.5%,-0.1%,0%,5%,?,2%,-5%,14%,0.0%,
COc1cc(C(=O)Nc2cccc3ncccc23)cc(OC)c1OC,1.7%,-3.6%,-3%,8%,0%,-1%,-5%,9%,-2.8%,
Cc1ccc(C(=O)COC(=O)c2cnccn2)cc1C,2.7%,-2.4%,-2%,.,-7%,3%,.,-9%,-0.4%,
CCCc1cc(=O)oc2cc(C)cc(OCC(=O)NCCN3CCOCC3)c12,3.7%,.,3%,10%,27%,-14%,-4%,10%,0.0%,
CC1CCCC(C)N1CCCNC(=O)Cn1cc2c(n1)CCCC2 (stereo not drawn),1.4%,-3.4%,0%,3%,-5%,-4%,-9%,5%,0.0%,
O=C(Nc1ccccc1)N1CCCN(c2c(Cl)cncc2Cl)CC1,.,.,-3%,16%,-4%,-6%,3%,12%,-2.5%,
CC1CCC2=NN(C(=O)c3ccco3)C(O)(C(F)(F)F)C2C1 (stereo not drawn),-0.8%,-5.0%,-3%,5%,6%,5%,-14%,.,0.4%,
Cc1ccc(NC(=O)CN2C(=O)NC(C)(c3ccc(Cl)cc3)C2=O)cc1 (stereo not drawn),?,.,0%,8%,3%,-8%,-1%,5%,1.6%,
C/C(=N/Nc1nc(-c2ccccc2)cc(-c2ccc(F)cc2)n1)c1cccc(N)c1,?,-2.1%,-2%,8%,12%,11%,-8%,8%,0.4%,
CC(/C=C1\SC(=S)N(CCCC(=O)Nc2ccc(C(=O)O)cc2)C1=O)=C\c1ccccc1,5.0%,-1.4%,39%,12%,12%,-6%,12%,28%,17µM*,
COc1ccc(OC)c(S(=O)(=O)N2CCCC(C(=O)N3CCCCCC3)C2)c1 (stereo not drawn),2.5%,.,-4%,7%,14%,-7%,-4%,16%,1.1%,
C/C(=N\NC(=S)NC(C)C)c1ccco1,1.6%,-8.0%,0%,2%,-13%,-1%,0%,0%,-0.6%,
CCc1ccccc1NC(=O)CCOc1ccccc1,1.4%,.,2%,.,3%,-6%,-7%,9%,-0.7%,
Cc1[nH]c(=O)[nH]c(=O)c1CSc1nnc(CCCCCNC(=O)OC(C)(C)C)o1,-0.7%,-3.4%,4%,5%,2%,-8%,4%,20%,2.3%,NS5 inhibitors pilot replicate=2.7
O=C(CCCc1ccccc1)Nc1cccnc1,1.4%,-2.8%,4%,12%,-1%,-9%,.,18%,-2.5%,
O=C(NCc1ccncc1)NC1CCCCC1,1.2%,-3.1%,1%,3%,6%,-6%,-8%,-2%,-0.6%,
Cn1c2ccccc2n2c(=O)c(Cl)c(-c3ccccc3)c(C#N)c12,1.8%,-12%,2%,7%,6%,-1%,-14%,1%,6.5%,
Cc1ccc(C)c(-c2nc3ccc(N)cc3[nH]2)c1,1.8%,0.5%,2%,27%,?,-16%,-6%,84µM*,-3.9%,
Cc1ccsc1C(=O)N/N=C/c1ccc2c(c1)OCO2,1.0%,-3.5%,1%,-3%,-2%,-5%,-6%,16%,-2.1%,
CSc1ccc(S(=O)(=O)N2CCC(C(=O)Nc3ccc(C(N)=O)cc3)CC2)cc1,0.0%,.,2%,1%,27%,-11%,2%,3%,0.1%,
Cc1ccc(C(=O)N2CCCC(C(=O)c3ccc(Cl)cc3C)C2)cn1 (stereo not drawn),3.4%,.,-4%,9%,-7%,-10%,-9%,19%,-1.0%,
CC(C)OP(=O)(OC(C)C)C(Nc1cccc(C(=O)O)c1)c1ccccc1 (stereo not drawn),-2.0%,.,4%,8%,-6%,-7%,-7%,20%,0.5%,
C=CCn1c(=O)/c(=C/c2ccc(C)o2)s/c1=C(/C#N)C(=O)c1ccccc1,4.5%,-5.5%,-10%,12%,41%,3%,-29%,33%,0.9%,
CCc1nc(SCC(=O)N2CCCC2)c2c(=O)n(C)c(=O)n(C)c2n1,0.9%,.,3%,9%,11%,-6%,-10%,-2%,-2.3%,
COC(=O)C1=C(N)OC2=C(C(=O)CC(C)(C)C2)C1c1cccs1 (stereo not drawn),4.1%,-7.4%,-5%,2%,-2%,-2%,2%,5%,0.1%,
CCOc1ccc(NC(=O)C2CCCN(c3c(CC)c(C)nc4ncnn34)C2)cc1 (stereo not drawn),6.2%,.,3%,5%,-2%,-4%,-10%,-4%,-1.4%,
CCC(=O)Nc1nnc(S(=O)(=O)N2CCCC2)s1,3.6%,.,10%,2%,5%,-1%,-3%,.,1.7%,
CC(C)(C)c1ccc(C(=O)N2CCC(C(=O)NCc3ccncc3)CC2)cc1,-1.1%,-3.7%,0%,0%,-2%,-2%,1%,-4%,-0.9%,
O=C(CN1CCOCC1)Nc1ccccc1F,0.8%,.,2%,5%,1%,-8%,-6%,26%,-1.2%,
Cc1cc(/C=N/Nc2nc(N)ncc2[N+](=O)[O-])c(C)n1-c1cccc(C(F)(F)F)c1,1.6%,.,1%,.,0%,6%,.,3%,-2.7%,
CSc1nnc(-c2ccc(C(F)(F)F)cn2)o1,0.4%,.,14%,.,2%,-6%,.,-2%,2.2%,
Cc1cc(C(=O)NC(=S)Nc2ccccc2N2CCCC2)ccc1[N+](=O)[O-],1.0%,-0.2%,2%,8%,-4%,-1%,-7%,5%,-0.7%,
Cc1ccc(C(=O)c2c3ccc(C(F)(F)F)cc3[n+]([O-])n2CCCN)cc1,-0.8%,.,.,8%,.,.,-2%,12%,.,
COc1ccc(/C=N/Nc2ccc(C(=O)O)cc2)c(OC)c1OC,0.9%,.,-6%,6%,-2%,-4%,-2%,10%,-1.9%,
CC(=O)Nc1ccc(C(=O)NNC(=O)C2CC2)cc1,0.5%,.,-1%,3%,-3%,-5%,3%,9%,0.3%,
O=S(=O)(NC(=NCc1ccccc1)c1ccccc1F)c1ccccc1,0.9%,-12%,-3%,5%,-5%,-10%,-9%,-1%,-0.4%,
CCN(C(=S)Nc1cccnc1)c1ccccc1,-0.7%,-3.8%,-5%,3%,-7%,-2%,-8%,22%,-1.2%,
Cc1ccc(N(C(C)C(=O)Nc2ccccc2C(=O)N2CCOCC2)S(C)(=O)=O)cc1C (stereo not drawn),0.1%,-3.3%,3%,10%,12%,4%,9%,0%,0.3%,
CC(C)(CNC(=O)/C=C/c1ccc(F)cc1)CNC(=O)/C=C/c1ccc(F)cc1,?,2.5%,4%,4%,28%,-3%,-1%,1%,-0.4%,
C=CCn1c(SCC(=O)C(C)(C)C)nnc1-c1cccs1,1.5%,-2.8%,-2%,7%,-13%,-6%,-7%,10%,-3.2%,NS5 inhibitors pilot replicate=0.6
